S3 lipid droplet: qHTS Assay for Lipid Storage Modulators in Drosophila S3 Cells | lipid storage change, negative = inhibition, % at the top dose, mostly 46.1 µM; hits show Potency in µM | AID 2685, 2010 | 320,000 compounds, 0.64% hits | Drosophila S3 cells, BODIPY lipid droplet fluorescence, 18-24 h; cells fed with added oleic acid; active means well fitted inhibition curve with a large enough effect in the signal ratio, with a control signal flat, not every such curve was filed as active; inconclusive means small, poorly fitted or top-dose-only effect, or effect the other way, or a change in a side signal; the % refers to the signal ratio
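Drosophila S3 cells loaded with oleic acid (400 uM, as added) and compounds at several concentrations; lipid droplets imaged by 488-nm laser-scanning cytometry, 500–530 nm intensity and object ratio to cell channel. Percent activity normalized to 20 uM Triacsin C.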
S3 lipid droplet cell count max: further read-out of S3 lipid droplet, marked with its call; cell number change, %; measured here: cell count max response;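 cells counted by Cell Tracker Red CMTPX staining in the red channel; peak over a dose series mostly up to 46.1 µM; percent activity relative to internal control wells on each plate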
* = called active by the depositor; i = inactive; ? = inconclusive; · = no result given; [ ] = dose if it differs, or a comment. On the % scale 0 is the no-effect control and ±100 the full control effect; potency means the concentration at half of the fitted maximal effect. Only part of the results is shown; rates above refer to the full screens.

Compound | S3 lipid droplet | S3 lipid droplet cell count max
CC1=C(C(=O)Nc2cc(C(=O)N3CCN(c4cccc(C)c4C)CC3)ccc2C)SCCO1 | ? | ·
COC(=O)c1scc(C)c1N/N=C(\C)c1ccc(F)cc1 | i | ·
Nc1c(C(=O)Nc2ccccc2)sc2nc3c(c(-c4ccco4)c12)CCCC3 | 13% | -4
CCc1nnc(NC(=O)CSc2nnc(CNc3ccc(C)cc3)n2C)s1 | 12% | 17
CCC(C)[C@H](NC(=O)N1CCC(Cc2ccccc2)CC1)C(=O)O (some centres not stated) | 7% | 4
Cc1nn(C)c(C)c1/C=N/NC(=O)CCn1nc(C)c([N+](=O)[O-])c1C | 9% | -11
CCC(C)NCC(=O)Nc1ccc(S(N)(=O)=O)cc1 (configuration not stated) | ? | ·
CCC(=O)Nc1ccc(C(=O)CSc2nnc(-c3ccc(O)cc3)n2CC2CCCO2)cc1 (configuration not stated) | ? | ·
CS(=O)(=O)Nc1ccc2c3c(cccc13)CC2 | 11% | -13
O=C(NC1CCCCC1)c1cc(S(=O)(=O)N2CCCCC2)ccc1N1CCOCC1 | ? | ·
Cc1cc(Nc2ccc3c(c2)OCCO3)c2ccccc2n1 | ? | ·
Cc1ccc(-n2nc3c(=O)n(C(C)C(=O)NCc4ccc5c(c4)OCO5)nc(C)c3c2C)cc1 (configuration not stated) | ? | ·
CS(=O)(=O)N1N=C(c2cccs2)CC1c1ccc(F)cc1 (configuration not stated) | 19% | 9
O=C(Nc1cc(Cl)cc(Cl)c1)C(NCC1CCCO1)c1ccccc1 (configuration not stated) | -5% | 15
COc1ccc(CCNC(=O)C2C3CCC(C3)C2C(=O)O)cc1OC (configuration not stated) | i | -18
Clc1ccc(-c2noc(COc3ccccc3)n2)cc1 | 10% | -8
CCC(C)[C@H](NC(=O)Nc1ccc(Oc2ccccc2)cc1)C(=O)O (some centres not stated) | ? | ·
CC1Cc2ccccc2N1C(=O)CN1C(=O)NC(C)(CCc2ccccc2)C1=O (configuration not stated) | ? | ·
Cc1ccc(N2CC(C(=O)Nc3nnc(SCc4ccccn4)s3)CC2=O)cc1 (configuration not stated) | -12% | 20
CCC(=O)c1ccc(OC)c(OC)c1O | -2% | ·
CN(C)C1=NC[C@H](Cc2ccccc2)N1CC1CCC(C(C)(C)C)CC1 (some centres not stated) | ? | ·
COc1ccc(CCNC(=O)C(=O)NCC2OCCN2S(=O)(=O)c2ccc(F)cc2)cc1 (configuration not stated) | -21% | -20
O=C(NNC(=O)C12CC3CC(CC(C3)C1)C2)c1ccccc1F | ? | ·
O=C(Nc1ccc2oc(-c3ccccc3)nc2c1)c1ccncc1 | ? | ·
CCOCCn1c(=O)c2c(nc3n2CC(C)CN3Cc2ccccc2)n(C)c1=O (configuration not stated) | ? | ·
Cc1cc(C(=O)N/N=C/c2cc(Br)cc([N+](=O)[O-])c2O)c2ccccc2n1 | ? | ·
N#Cc1c(N)n(-c2ccc(N)cc2)c2nc3ccccc3nc12 | -2% | 5
Cc1ccc(S(=O)(=O)NCCCNS(C)(=O)=O)cc1 | ? | ·
COc1ccc(C(=O)N/C(=C/c2ccc(Cl)cc2)C(=O)NCc2ccncc2)cc1 | i | 11
CC(C)(C)NC(=S)Nc1ccc(Nc2ccccc2)cc1 | ? | ·
CCOc1ccccc1OC(C)C(=O)Nc1ccc(S(=O)(=O)N2CCCC2)cc1 (configuration not stated) | i | -23
CCOc1cc2c(cc1/C=C/C(=O)O)OC(C)C2 (configuration not stated) | -3% | 5
Cc1ccc(S(=O)(=O)N2CCC(=O)N(CCOCc3cccc(C)c3)CC2)cc1 | ? | ·
COc1ccc(-c2n[nH]c(=S)n2Cc2ccco2)cc1 | i | -34
Cc1ccccc1N1CCN(S(=O)(=O)c2cccs2)CC1 | i | -28
Cc1ccc(NS(=O)(=O)c2cccc(C(=O)N3CCN(c4ncccn4)CC3)c2)cc1 | ? | ·
O=C(NCc1ccc(Cl)cc1Cl)C(=O)N1CCCCC1 | ? | ·
O=C(COC(=O)COc1ccccc1)NC12CC3CC(CC(C3)C1)C2 | ? | ·
CC(=O)n1cc([C@@H]2C=C(C(=O)O)O[C@H](OCc3ccc(CO)cc3)C2)c2ccccc21 | 0% | 24
C=CCOC(=O)c1ccc(-n2cnc(C)n2)nc1 | ? | ·
CSc1ccc(/C=C/C(=O)c2ccc(NC(=O)Cc3ccccc3)cc2)cc1 | ? | ·
CCOC(=O)c1cnn2c(C(F)(F)F)cc(-c3cn(C)nc3C)nc12 | ? | ·
Cc1cc(C(=O)CSc2nc3ccccc3c(=O)n2C)c(C)n1CC1CCCO1 (configuration not stated) | ? | ·
O=C(NNS(=O)(=O)c1ccc(Br)cc1)c1ccccc1-n1cccc1 | -8% | ·
Cc1ccc2[nH]c3c(=O)n(CCN4CCOCC4)cnc3c2c1 | -9% | -9
CC(=O)N(/C=C1\SC(=S)N(c2ccccc2)C1=O)c1ccccc1 | 4% | -4
CCCCC(CC)C(=O)NCc1ccc(F)cc1 (configuration not stated) | 15% | 7
CCOC(=O)c1ccccc1NC(=S)N1CCC(N2CCCCC2)CC1 | 7% | 2

Copied from the list.
Value for O=C(NNS(=O)(=O)c1ccc(Br)cc1)c1ccccc1-n1cccc1 under S3 lipid droplet: -8%
Value for Cc1ccc2[nH]c3c(=O)n(CCN4CCOCC4)cnc3c2c1 under S3 lipid droplet: -9%
Value for CCOC(=O)c1ccccc1NC(=S)N1CCC(N2CCCCC2)CC1 under S3 lipid droplet cell count max: 2

(cont.)
Compound | S3 lipid droplet | S3 lipid droplet cell count max
CN(c1ccccc1)S(=O)(=O)c1ccc(C(=O)Nc2ccncc2)cc1 | ? | ·
COc1cc2c(c(OC)c1O)C(=O)CO2 | -2% | 3
COc1cc(C(=O)NNC(=O)COc2ccccc2Cl)ccc1OCC(=O)N1CCOCC1 | ? | ·
O=C(CSc1nnc(CNc2ccccc2)o1)N1CCCc2ccccc21 | ? | ·
CCOC(=O)C1CCCN(C(=O)C2CCCN(S(=O)(=O)c3ccc4c(c3)oc(=O)n4C)C2)C1 (configuration not stated) | ? | ·
COc1cc2c(cc1OC)CN(S(=O)(=O)c1ccc(Cl)nc1)CC2 | -18% | ·
CC/C(=N/NC(=O)c1ccc(Br)o1)c1ccc(Cl)cc1 | ? | ·
Cc1ccc(NC(=O)c2ncc(Cl)c(Cl)c2Cl)cc1C | 4% | 2
CCc1ccc(CNc2ccc3c(c2)ncn3C(C)(C)C)cc1 | ? | ·
Cn1c(=O)oc2cc(S(=O)(=O)NCc3ccc(Cl)cc3)ccc21 | i | -5
Cc1cc(C)cc(NC(=O)CSc2nnnn2-c2cccnc2)c1 | ? | ·
CC(C)CN(C(=O)C1CC1)C1CCS(=O)(=O)C1 (configuration not stated) | ? | ·

Reprinted at random: two records from the list, in no set order.
Compound | S3 lipid droplet | S3 lipid droplet cell count max
Cn1c(=O)oc2cc(S(=O)(=O)NCc3ccc(Cl)cc3)ccc21 | i | -5
COc1cc2c(c(OC)c1O)C(=O)CO2 | -2% | 3

Other results follow:
Compound | S3 lipid droplet | S3 lipid droplet cell count max
CCOC(=O)CNC(=O)c1cc(OC)cc(OC)c1 | ? | ·
COc1cc(C2C(C(=O)c3ccc(C)o3)=C(O)C(=O)N2c2cc(C)on2)ccc1OCc1ccccc1 (configuration not stated) | ? | ·
O=C(NCCc1ccccc1)c1cccnc1 | 4% | 3
CN(C)c1ccc(/C=c2\sc3nc(-c4ccccc4)nn3c2=O)cc1 | -15% | ·
O=C(CSc1nc(O)cc(=O)n1-c1ccccc1)c1ccc(Br)cc1 | 27%[9.22 µM] | -4
O=C(c1ccc(-c2ccccc2)cc1)N1CCC(C(=O)N2CCCC2)CC1 | ? | ·
COC(=O)c1ccc(C)c(NC(=O)Cc2ccc([N+](=O)[O-])cc2)c1 | i | 16
COc1ccc(C)cc1S(=O)(=O)N(C)CC(=O)Nc1ccc2c(c1)OCCO2 | i | ·
COc1cc(N2C(=O)CSC23C(=O)Nc2ccccc23)cc(OC)c1OC (configuration not stated) | -1% | 13
CC1(C)CC(=O)C=C(NCCCNC2CCCCC2)C1 | ? | ·
N#Cc1c(-c2ccncc2)c2c([nH]c1=S)CCCC2 | ? | ·
NC(=O)CCC(=O)N1CCCC(C(=O)c2ccc(C(F)(F)F)cc2)C1 (configuration not stated) | 24% | 7
Cc1cc(C)c(S(=O)(=O)N2CCCOC2CNC(=O)C(=O)NCc2ccncc2)c(C)c1 (configuration not stated) | ? | ·
CN(C)c1cc(N)c2ccccc2n1 (tested in a mixture with another compound) | ? | ·
Cc1cccc(Nc2c(-c3ccc(N4CCOCC4)cc3)nc3ncccn23)c1 | ? | ·
CCOc1ccc(NC(=O)CN2CCN(CC(=O)Nc3ccc(OC)cc3)CC2)cc1 | -3% | 5
CCOC(=O)c1c(NC(=O)Cn2nnc(-c3ccccc3Cl)n2)sc(C)c1C | ? | ·
O=C(Nc1cc(N2CCCCC2)ncn1)c1ccc(F)cc1 | i | ·
CS(=O)(=O)c1ccc(N2CCN(S(=O)(=O)c3cccs3)CC2)c([N+](=O)[O-])c1 | 9% | -1
Cc1cc2cc(CN(Cc3cccs3)C(=S)NCc3ccco3)c(=O)[nH]c2cc1C | ? | ·
Cc1ccc(OCC(=O)Nc2nc(C)c(Cl)cc2Cl)c([N+](=O)[O-])n1 | ? | ·
O=C(O)Cc1ccc2sc(-c3ccccc3)nc2c1 | ? | ·
Clc1ccc(-n2ncc3c(NCC4CCCO4)ncnc32)cc1 (configuration not stated) | ? | ·
Cn1c(=O)c2c(SCC(=O)Nc3ccc4c(c3)OCCO4)nc(CC(C)(C)C)nc2n(C)c1=O | ? | ·
Fc1cc(Br)ccc1NC(=S)Nc1cccnc1 | ? | ·
CC(=O)N/C(=C\c1ccccc1Cl)C(=O)O | -5% | 3
Cc1ccc(CCNC(=O)CN(C)S(=O)(=O)c2cnc[nH]2)cc1 | -14% | 4
COc1cc(C(=S)NC2CCCCC2)ccc1O | ? | ·
CC(=O)c1cc2c(cc1NC(=O)CCC1CCCC1)OCO2 | 17% | 8
O=C1c2[nH]nc(-c3ccccc3O)c2C(c2cccc(O)c2)N1Cc1ccco1 (configuration not stated) | 9% | -2
CC(C)c1ccc(Nc2nc(Cl)nc(NCCO)n2)cc1 | ? | ·
Cc1nn(-c2cccc(C(F)(F)F)c2)c(=O)c2noc(C)c12 | -5% | 16
O=C(Cn1cnc2cc([N+](=O)[O-])ccc2c1=O)N(Cc1ccccc1)C1CCS(=O)(=O)C1 (configuration not stated) | -2% | -1
CC1(C)Cc2c(C#N)c(N3CCOCC3)nc(Cc3ccccc3)c2CO1 | 22% | -1
COc1cccc(NC(=O)c2ccccc2-c2nc(-c3cccc(C)c3)no2)c1 | ? | ·
CN(CC1CCCO1)S(=O)(=O)c1ccc(C(=O)NCc2ccccc2)cc1 (configuration not stated) | 6% | 2

Full records, looked up by structure:
CN(CC1CCCO1)S(=O)(=O)c1ccc(C(=O)NCc2ccccc2)cc1 (configuration not stated) in the list: S3 lipid droplet: 6%; S3 lipid droplet cell count max: 2
Cc1ccc(CCNC(=O)CN(C)S(=O)(=O)c2cnc[nH]2)cc1 in the list: S3 lipid droplet: -14%; S3 lipid droplet cell count max: 4

(list continues)
Compound | S3 lipid droplet | S3 lipid droplet cell count max
CCCCn1c(NC(C)=O)c(C#N)c2nc3ccccc3nc21 | ? | ·
CCCCSc1nc(C)[nH]c1[N+](=O)[O-] | ? | ·
O=C(NC1CCCCC1)/C(=N\O)c1ccccn1 | ? | ·
CCN(C(=O)CSc1nc2cc(S(=O)(=O)N(CC)CC)ccc2o1)C1CCS(=O)(=O)C1 (configuration not stated) | 2% | 13
Cc1cc2nc3n(c2cc1C)CCCN3 | -4% | -2
CC(C)CCNC(=S)Nc1ccc([N+](=O)[O-])cc1 | ? | ·
Cc1cccc(Cc2cnc(NC(=O)CN3C(=O)/C(=C/c4ccccc4)SC3=S)s2)c1 | 1% | -5
CCOC(=O)C1=C(C)NC(C)=C(C(=O)OCC)C1C(=O)OCC(=O)N1CCCCC1C (configuration not stated) | 3% | 4
O=C(C1CCN(S(=O)(=O)c2ccc(F)cc2)CC1)N1CCCC(C(F)(F)F)C1 (configuration not stated) | ? | ·
CCOc1ccc(S(=O)(=O)N2CCOCC2)cc1NC(=O)c1ccc(N2CCCC2=O)cc1 | i | ·
Cc1[nH]c2ccccc2c1CCN(Cc1cccs1)C(=S)Nc1ccccc1 | 2% | -1
C=CC[n+]1c(C)csc1Nc1ccc(C)cc1 | ? | ·
Cc1ccc(C)c(S(=O)(=O)N2CCC(c3nc4c(nnn4Cc4ccc5c(c4)OCCO5)c(=O)[nH]3)CC2)c1 | ? | ·
Cc1sc2c(c1C)CN(C1CC(C)(C)NC(C)(C)C1)CN2C(=O)c1ccco1 | i | ·
O=C(N/N=C/c1ccccc1Cl)c1ccc(F)cc1 | -30% | ·
CC1CN=C(N(C(=O)Nc2ccccc2)c2ccc(F)cc2)S1 (configuration not stated) | 0% | -6
Cc1sc2ncnc(SCc3ccc(C(=O)O)cc3)c2c1C | 13% | -2
Cc1ccc(C)c(NC(=S)Nc2cccc3cnccc23)c1 | 22% | 2
CCCCP(=O)(CCCC)Cc1ccccc1O | ? | ·
O=C(O)c1cccc(S(=O)(=O)N(Cc2ccccc2)c2ccccc2Cl)c1 | -2% | 2
COc1ccccc1N1CCN(C(=O)CSc2nc(C)c(C)c(=O)[nH]2)CC1 | ? | ·
Cn1cc(-c2ccno2)c(C(=O)O)n1 | ? | ·
